Source: PubChem
FBPA coupling cs: qHTS Assay for Inhibitors of Fructose-1,6-bisphosphate Aldolase from Giardia Lamblia: Coupling assay counterscreen | coupling enzyme system counterscreen, AmpLite Red fluorescence | activity change, negative = inhibition, % at 58.2 µM, hits read low | 290,000 compounds, 0.67% hits | AID 2472, 2010; in the data active = activity change below about -30%; note: % is set by controls: 0 for no effect and ±100 for the full control effect
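Coupling enzymes only (glyceraldehyde-3-phosphate) + compound, at 57.5 uM final, 10 min RT; add substrate/coupling/AmpLite Red mix, 20 min RT; fluorescence ex 525/em 598 nm. Actives flag coupling-system interference.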
Tb PFK inh: qHTS Assay to Find Inhibitors of T. brucei phosphofructokinase; ATP-dependent 6-phosphofructokinase (Trypanosoma brucei brucei), O15648; T. brucei PFK, ADP-Glo luminescence; Potency, µM (top dose mostly 57.5 µM), without a hit: at the highest dose activity, negative = inhibition, usual class: inhibitors; 330,000 compounds, 0.17% hits; AID 485367, 2010;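 note: potency is the fitted concentration of half-maximal effect; 0% = uninhibited 1x PFK enzyme wells and -100% = no-enzyme wells; nearly all actives have a fitted effect of over 60% in size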
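ADP-Glo luminescence quantified ADP after 45 min at room temperature, with 1.25 nM T. brucei PFK, 0.1 mM ATP and 0.5 mM fructose-6-phosphate in pH 8.0 TEA buffer. qHTS titrations up to 57 µM; curves classified by quality.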
hERG WT inh: qHTS for Inhibitors of KCHN2 3.1: Wildtype qHTS; U2OS, BacMam KCNH2, thallium flux FluxOr; hits give low values; AID 720551, 2013; 340,000 compounds, 0.37% hits; Voltage-gated inwardly rectifying potassium channel KCNH2 (Homo sapiens), Q12809; activity change, % at 1.84 µM;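 active = maximum activity change below -70%; inconclusive = maximum activity change between -70% and -50%; inactive = maximum activity change above -50%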; note: % is set by controls: 0 for no effect and ±100 for the full control effect
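U2OS cells were transduced with wild-type KCNH2 virus (2.03 x 10^8 / mL) for 4 h at room temperature, then cultured overnight at 37 C. Thallium flux was read with FluxOr dye. Rate constants were normalized to DMSO controls.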
TCR activator: Activators of T cell receptors: qHTS campaign; primary human leukocytes, anti-CD3, IL-2 HTRF, 48 h; Potency, µM (doses to about 9.22 µM), for the others: top-dose activation of IL-2 secretion, actives largely listed as activators; 330,000 tested, under 10 active; note: % of control where 0% means no effect
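Human primary leukocytes + a-CD3 beads + cpd, 48 hr; IL-2 in supernatant by HTRF (ex 320nm / em 665nm). No co-stimulatory signal supplied.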
BCR signal inh: qHTS Assay to Find Inhibitors of Chronic Active B-Cell Receptor Signaling; 340,000 compounds, 0.05% hits; Potency, µM (highest dose often 46.1 µM), inactives show top-dose ratio change, negative = lower green/red ratio, hits mostly inhibitors; ABC-DLBCL IkBa-CBG/CBR reporter, luminescence ratio, 4 h; active = well fitted inhibition curve with a large enough effect in the signal ratio, with a control signal flat, not every such curve was filed as active; inconclusive = small, poorly fitted or top-dose-only effect, or effect the other way, or a change in a side signal; the % refers to the signal ratio;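 note: potency is the fitted concentration of half-maximal effect; plate controls were basal doxycycline-induced cells for no effect and cells given 10 µM MG132 for full effect; MG132 reads +100%, hits lower the ratio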
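TMD8 ABC-DLBCL cells carrying doxycycline-inducible green luciferase fused to IkappaBalpha plus unfused red luciferase were exposed to compounds (up to 46 uM) for 4 hrs at 37C. Activity came from the overlap-corrected green/red luminescence ratio.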
MLL CXXC-DNA inh: qHTS Fluorescence Polarization Assay for Inhibitors of MLL CXXC domain - DNA interaction | Histone-lysine N-methyltransferase 2A (Homo sapiens), Q03164 | AID 2662, 2010 | Potency, µM (titrated, usually from 115 µM), for inactives: top-dose activity change, negative = inhibition, usual class: inhibitors | MLL-CXXC / FITC-HOXA9 DNA fluorescence polarization | 290,000 compounds, 0.037% hits; active = well fitted inhibition curve with a large enough effect in the polarisation, with a control signal flat, not every such curve was filed as active; inconclusive = small, poorly fitted or top-dose-only effect, or effect the other way, or a change in a side signal; inactive = no such curve, though single readings can be large or run the other way; the % refers to the polarisation; note: potency is the fitted concentration of half-maximal effect
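Purified MLL-CXXC (added from a 7 uM solution) was preincubated 5 min at ambient with pinned compounds in 50 mM Tris-HCl pH 7.5, 50 mM NaCl, 1 mM DTT, 0.05% BSA. Fluorescein-labeled HOX-A9 DNA (50 nM solution) followed, 30 min, then polarization read.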
TSHR antag: Antagonists of the Thyroid Stimulating Hormone Receptor: HTS campaign; Thyrotropin receptor (Homo sapiens), P16473; TSHR-expressing cells, TSH-stimulated cAMP HTRF, 2 h; hits give low values; activity change, negative = inhibition, % at 11.5 µM; 330,000 compounds, 0.2% hits; AID 504810, 2011;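 active = activity change below a set negative limit, meaning inhibition stronger than a set level, cut at about -70% in these data; inconclusive = activity change between two set negative limits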; note: % is set by controls: 0 for no effect and ±100 for the full control effect
Target sequence (P16473 whole entry, looked up): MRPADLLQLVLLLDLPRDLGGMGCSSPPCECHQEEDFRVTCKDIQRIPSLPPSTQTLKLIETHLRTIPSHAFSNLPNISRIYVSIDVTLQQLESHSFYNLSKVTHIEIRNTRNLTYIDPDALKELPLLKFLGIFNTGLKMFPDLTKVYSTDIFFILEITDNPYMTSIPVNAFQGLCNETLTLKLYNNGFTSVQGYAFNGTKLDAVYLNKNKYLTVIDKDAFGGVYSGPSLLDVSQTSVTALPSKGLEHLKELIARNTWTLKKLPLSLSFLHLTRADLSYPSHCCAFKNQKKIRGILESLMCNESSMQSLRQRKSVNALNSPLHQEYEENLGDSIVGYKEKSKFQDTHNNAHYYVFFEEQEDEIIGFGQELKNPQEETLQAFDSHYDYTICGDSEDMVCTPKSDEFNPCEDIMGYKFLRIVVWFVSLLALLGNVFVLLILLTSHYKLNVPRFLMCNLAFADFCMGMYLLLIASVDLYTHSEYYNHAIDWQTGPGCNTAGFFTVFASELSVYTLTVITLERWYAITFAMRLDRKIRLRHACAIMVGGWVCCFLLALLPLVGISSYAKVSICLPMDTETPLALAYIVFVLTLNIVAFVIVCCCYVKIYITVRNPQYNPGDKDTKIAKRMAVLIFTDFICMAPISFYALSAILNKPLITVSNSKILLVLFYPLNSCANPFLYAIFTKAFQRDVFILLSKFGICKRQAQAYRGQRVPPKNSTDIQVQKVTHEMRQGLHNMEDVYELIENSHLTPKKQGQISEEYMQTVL
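Competitive HTRF cAMP read-out (cryptate anti-cAMP antibody, cAMP-d2; 30 min, room temperature) in freshly harvested TSHR cells. Compounds added before TSH at EC80 (4nM final), followed by 2 hours' incubation at 37 deg C.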
AT treatment: qHTS Assay for Identifying a Potential Treatment of Ataxia-Telangiectasia; […] A-T fibroblasts, KAP-1 phosphorylation AlphaLISA; neocarzinostatin DNA damage 30 min before lysis; Potency, µM (highest dose often 57.5 µM), for inactives: at the top dose activation, usual class: activators; 320,000 compounds, 0.19% hits; note: potency is the fitted concentration of half-maximal effect; % of control where 0% means no effect; nearly all actives have a fitted effect of over 45% in size
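ATM-like activity read as KAP-1 phosphorylation via AlphaLISA donor/acceptor antibody pairs after lysis and 6 hr at 25C. Cells were ATM-null patient fibroblasts ([…], hTERT), dosed 60 min, then exposed to the DSB inducer NCS for 30 min.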
Giardia killer: Small Molecules that selectively kill Giardia lamblia: qHTS. Giardia lamblia trophozoite viability. 340,000 compounds, 0.15% hits. activity change, % at 7.66 µM, hits read low; in the data active = activity change below about -80%; inconclusive = between about -30% and that limit;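 note: parasites exposed to compound for two days anaerobically before the ATP read; % is set by controls: 0 for no effect and ±100 for the full control effect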
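Killing of trophozoites was scored by loss of ATP luminescence after a 48 hrs anaerobic exposure to compounds at 37 deg C, using 100 cells per well.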
GALK inhibitor: qHTS Assay for Inhibitors of Human Galactokinase (GALK) | Purified GALK, Kinase-Glo residual ATP luminescence | Potency, µM (highest dose often 57.5 µM), inactives show top-dose activity change, negative = inhibition, usual class: inhibitors | P51570 | 270,000 compounds, 0.007% hits; note: potency is the fitted concentration of half-maximal effect; % is set by controls: 0 for no effect and ±100 for the full control effect
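5 nM enzyme, 35 uM ATP, 100 uM galactose, 20 mM HEPES pH8.0, 5 mM MgCl2; 1 h RT; residual ATP by Kinase-Glo Plus luminescence, qHTS format.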
* hit, by the source's call; ? = inconclusive; . = no result given; [ ] = another dose, or the depositor's remark. Unless noted, calls come from the whole dose curve; as a rule, active = well fitted curve in the direction sought with a large enough effect; inconclusive = small, poorly fitted or top-dose-only effect, or another doubt; inactive = no such curve, though single readings can be large; an effect the other way counts as inactive or inconclusive.

no.	Compound	TCR activator	TSHR antag	Giardia killer	GALK inhibitor	BCR signal inh	FBPA coupling cs	hERG WT inh	MLL CXXC-DNA inh	Tb PFK inh	AT treatment
1	O=C(Cc1c[nH]c2ccccc12)N1CCc2ccccc21	2%	3	-8	-2%	?	0	7	9%	0%	8%
2	COc1cccc(N2C(=O)C(O)=C(C(C)=O)C2c2ccc(OC)c(OC)c2)c1 (stereo not drawn)	1%	2	24	-1%	?	-1	4	-2%	-5%	-6%
3	Cc1c(N2C(=O)c3ccc(F)cc3C2=O)c(=O)n(-c2ccccc2)n1C	-1%[46.1 µM]	4	16	0%	-3%	-1	9	-3%	1%	-2%
4	CC(C)N1CCN(Cc2ccc(C#CC(C)(C)O)cc2)CC1CCO (stereo not drawn)	4%	6	-3	-1%	-3%	4	-9	9%	0%	1%
5	COC(=O)C(NC(=O)CCc1c(C)nc2ncnn2c1C)C(C)C (stereo not drawn)	-9%	-5	3	3%	?	-1	2	3%	-1%	-1%
6	Cc1sc2nc[nH]c(=O)c2c1-c1ccc(Cl)cc1	0%	16	-4	0%	0%	-4	-5	-6%	-6%	5%
7	CC1CCN(CCOCCOc2ccc(Br)cc2Cl)CC1	-4%[46.1 µM]	21	-17	-3%	?	1	0	-2%	-8%	-4%
8	O=C(Cc1ccccc1Cl)Nc1cc(S(=O)(=O)N2CCOCC2)ccc1N1CCOCC1	1%	20	19	.	2%	.	-18	.	5%	13%
9	CC(=O)Nc1ccc(NC(=O)C(C)OC(=O)C2(c3ccccc3F)CCCC2)cc1 (stereo not drawn)	7%	4	-19	.	8%	.	-5	.	-3%	2%
10	COc1nc2ccccc2nc1OC	0%	-6	-9	-1%	-11%	0	5	-6%	1%	-3%

Entries above that contain a Cl atom:
no.	Compound	TCR activator	TSHR antag	Giardia killer	GALK inhibitor	BCR signal inh	FBPA coupling cs	hERG WT inh	MLL CXXC-DNA inh	Tb PFK inh	AT treatment
6	Cc1sc2nc[nH]c(=O)c2c1-c1ccc(Cl)cc1	0%	16	-4	0%	0%	-4	-5	-6%	-6%	5%
7	CC1CCN(CCOCCOc2ccc(Br)cc2Cl)CC1	-4%[46.1 µM]	21	-17	-3%	?	1	0	-2%	-8%	-4%
8	O=C(Cc1ccccc1Cl)Nc1cc(S(=O)(=O)N2CCOCC2)ccc1N1CCOCC1	1%	20	19	.	2%	.	-18	.	5%	13%

Next part
no.	Compound	TCR activator	TSHR antag	Giardia killer	GALK inhibitor	BCR signal inh	FBPA coupling cs	hERG WT inh	MLL CXXC-DNA inh	Tb PFK inh	AT treatment
11	Cc1ccc(S(=O)(=O)NN2Cc3ccccc3C2=N)cc1	3%	-5	-5	9%	-8%	-2	-6	7%	-3%	-1%
12	COCCCNS(=O)(=O)c1ccc(Cl)c(C(F)(F)F)c1	1%	1	6	8%	0%	-3	4	12%	-5%	2%
13	CC(C)CC(NC(=O)C1CCC(C)CC1)C(=O)NCc1ccco1 (stereo not drawn)	-5%	9	-21	0%	21%	-1	-7	4%	-4%	-2%
14	COc1ccccc1C(=O)NC(=S)Nc1ccc(S(=O)(=O)N2CCN(C)CC2)cc1	2%[46.1 µM]	3	5	.	0%	7	-8	-4%	-1%	-4%
15	CC(C)OC(=O)c1cc(NC(=O)C2C3C=CC(O3)C2C(=O)O)cc(C(=O)OC(C)C)c1 (stereo not drawn)	-3%	15	-4	0%	2%	6	-7	63%[activator]	?	0%
16	COc1ccc(/C=C2\N=C(c3ccccc3)NNC2=O)cc1	-7%	-8	1	0%	-4%	3	-3	13%	-4%	8%
17	COc1ccc(-c2csc(N3CCN(Cc4ccc5c(c4)OCO5)CC3)n2)cc1	.	-9	-6	1%	-3%	-3	9	6%	-9%	11%
18	CN(Cc1cccs1)C(=O)Cn1cnc2ccccc2c1=O	-15%	-21	-7	1%	1%	-2	-16	-5%	-2%	6%
19	COCCN(CCOC)C(=O)c1ccc(NS(=O)(=O)c2ccc3[nH]c(=O)[nH]c3c2)cc1	0%	10	6	-2%	-5%	.	-3	-8%	-2%	-1%
20	O=C(Cc1csc(NC(=O)c2ccc(F)cc2)n1)NO	3%	6	-5	7%	?	0	5	3%	-1%	-1%
21	CSc1nnc(-c2ccccc2)o1	5%	-1	-4	10%	?	0	33	19%	3%	-8%
22	Cc1c(NC(=O)Nc2ccc(F)cc2F)c(=O)n(-c2ccccc2)n1C	-5%	-11	-8	-4%	9%	.	4	-30%	1%	4%
23	O=C1/C(=C/c2ccc(F)cc2)Oc2cc(OC(=O)N3CCOCC3)ccc21	-7%	9	8	.	0%	0	-5	-9%	0%	1%
24	Cc1cc(=O)[nH]c(Cc2ccc(OC(C)C)cc2)n1	1%	-4	9	0%	1%	0	-7	-6%	0%	20%
25	C/C(N)=C(/C#N)C(=O)COC(=O)Cc1coc2ccc3ccccc3c12	-20%	-7	-9	1%	-7%	-1	-20	-4%	-1%	2%
26	S=C(Nc1ccc2nccnc2c1)N1CCCC1	-2%	1	4	5%	5%	-24	-1	?	-6%	-10%
27	O=C(CN1C(=O)C2C3C=CC(C3)C2C1=O)Nc1ccc(F)cc1 (stereo not drawn)	-2%	-17	8	0%	?	-3	4	-13%	1%	13%
28	Cc1cc(C)nc(N(C#N)CCOc2ccccc2)n1	-22%	.	0	3%	.	3	6	1%	.	.
29	CCC(c1nnnn1Cc1ccc(OC)cc1)N(CCCO)Cc1cc2cc3c(cc2[nH]c1=O)OCO3 (stereo not drawn)	-1%	0	7	-2%	?	-1	3	-4%	4%	-10%
30	O=C(CCNS(=O)(=O)c1ccc(Cl)cc1)NCc1cccs1	0%	-5	-25	0%	8%	-4	5	0%	-25%	7%

Among those listed so far, 2 have two or more sulfur atoms.
no.	Compound	TCR activator	TSHR antag	Giardia killer	GALK inhibitor	BCR signal inh	FBPA coupling cs	hERG WT inh	MLL CXXC-DNA inh	Tb PFK inh	AT treatment
14	COc1ccccc1C(=O)NC(=S)Nc1ccc(S(=O)(=O)N2CCN(C)CC2)cc1	2%[46.1 µM]	3	5	.	0%	7	-8	-4%	-1%	-4%
30	O=C(CCNS(=O)(=O)c1ccc(Cl)cc1)NCc1cccs1	0%	-5	-25	0%	8%	-4	5	0%	-25%	7%

Continued.
no.	Compound	TCR activator	TSHR antag	Giardia killer	GALK inhibitor	BCR signal inh	FBPA coupling cs	hERG WT inh	MLL CXXC-DNA inh	Tb PFK inh	AT treatment
31	CCOC(=O)c1ccccc1NC(=S)N1CC(C)CC(C)C1 (stereo not drawn)	0%[46.1 µM]	-8	-10	0%	13%	4	7	10%	2%	-2%
32	CC(=O)Oc1ccc(OC(C)=O)c2c1CC(C)=C(C)C2	-1%	-8	-12	-1%	?	0	11	5%	8%	13%
33	C/C(NC1CCCC1)=C(/C#N)C(N)=O	-1%	-2	-23	0%	2%	3	4	-4%	3%	1%
34	NS(=O)(=O)c1ccc(CNC(=O)CNC(=O)c2ccc(F)cc2)cc1	-1%	11	21	.	-6%	4	-7	45%	2%	11%
35	Cn1c(=O)c2c(nc(NCc3ccccc3)n2CC(N)=O)n(C)c1=O	0%	1	15	3%	0%	0	5	3%	-2%	4%
36	CCCCOc1ccc(C(=O)NCC(=O)NCc2ccccn2)cc1	0%	6	15	.	0%	.	12	.	-7%	2%
37	Cc1ccccc1OCCSc1nnc(-c2ccncc2)n1C	5%	-5	-5	-2%	?	-2	-11	-2%	-4%	3%
38	Cc1ccsc1/C=N/NC(=O)c1cc(-c2ccncc2)nc2ccccc12	-1%[46.1 µM]	22	-3	2%	?	1	-6	-13%	4%	6%
39	CCCOc1ccc(-c2c(=O)n(O)c3ccccc3[n+]2[O-])cc1	14%	-9	-21	4%	0%	0	-4	-6%	-4%	-5%
40	O=C(Nc1ccc(Cl)c(S(=O)(=O)N2CCOCC2)c1)C1CCC1	-7%	-9	41[activator]	.	5%	.	19	.	0%	1%
41	CN=c1scc(-c2ccc(F)cc2)n1/N=C/c1ccc(O)c(O)c1	0%	-23	?	0%	?	-9	1	-1%	-22%	-1%
42	CCc1cc(C(=O)c2ccc(OC)cc2)c(N)s1	-17%	-8	-14	1%	-27%	-1	-1	-3%	1%	4%
43	Cc1ccc(-n2c(=O)c3sccc3n(CC(=O)NCC3CCCO3)c2=O)cc1F (stereo not drawn)	-5%	-9	8	-3%	5%	-1	1	4%	3%	11%
